High-throughput results (PubChem)
MEP2 TOR yeast = modulators of TOR pathway MEP2-GFP in S. cerevisiae | GFP response vs DMSO, % at 10 µM | AID 2016 | 0.51% of 330,000 active | S. cerevisiae MEP2-GFP strain, flow cytometry GFP, 3 h; 100% = DMSO control level;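 active = GFP response versus DMSO above a set limit, roughly screen mean plus 3 SD, cut at about 180% in these data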;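 also: median GFP fluorescence of the barcode-gated MEP2-GFP cells per well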
procasp3 activ = activates human procaspase-3; recombinant procaspase-3 D3A, Ac-DEVD-pNA absorbance 405 nm; activation, % at 8.5 µM; 0.11% of 330,000 active; AID 463141;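 active = activation above the mean of all tested compounds plus 3 SD, cut at about 21% in these data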;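 also: 0% = DMSO alone and 100% = DMSO wells spiked with extra 5 µM PC-3 D3A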
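Assay system – Procaspase-3 D3A mutant · Benchmarks – DMSO low control, extra-enzyme high control · Technique – 405 nm absorbance of p-nitroaniline, reads at 0 and 120 min · Doses – 8.5 µM nominal · Measure – % activation between DMSO and enzyme-spiked controls · Also added – Ac-DEVD-pNA chromogenic peptide substrate · Schedule – 1 h compound preincubation, 2 h substrate hydrolysis at 25 °C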
LAP4 TOR yeast = alters LAP4-GFP fluorescence in TOR pathway yeast screen; S. cerevisiae LAP4-GFP multiplex, flow cytometry GFP, 3 h; median GFP as percent of DMSO wells; GFP response vs DMSO, % at 10 µM; 0.34% of 320,000 active; AID 2023;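 active = GFP response vs DMSO above a set limit, about the screen mean plus 3 SD, cut at about 150% in these data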
AHR act = activators of human aryl hydrocarbon receptor; 2.5% of 320,000 active; activation, % at 5 µM; P35869; AHR-responsive luciferase reporter cells, luminescence; in the data active = activation above about 47%;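 also: 0% = vehicle wells and 100% = reference agonist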
ZTA DNA inh = blocks Epstein-Barr virus ZTA, an EBNA-1 counter-screen | P03206 | ZTA-DNA binding, fluorescence polarization | inhibition, % at 11 µM | 0.15% of 320,000 active; in the data active = inhibition above about 33%
EBNA-1 inh = blocks EBNA-1 binding to DNA; EBNA-1 DNA binding, fluorescence polarization; inhibition, % at 14.8 µM; 0.34% of 300,000 active; AID 1950; in the data active = inhibition above about 28%
RPL19A TOR yeast = alters RPL19A-GFP fluorescence in TOR pathway yeast screen. S. cerevisiae RPL19A-GFP strain, flow cytometry, 3 h; hits give low values. percent response vs DMSO, % at 10 µM. 0.3% of 330,000 active. AID 2025;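 active = percent response vs DMSO below 50%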;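 also: median channel GFP fluorescence of the barcoded RPL19A-GFP strain; ratio of sample median GFP to plate DMSO average so 100% = DMSO; lower means less RPL19A-GFP as with rapamycin TOR inhibition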
proCasp7 act = counter-screen: procaspase-7 (human) activation. activation, % at 8.5 µM. P55210. 0.093% of 330,000 active. recombinant procaspase-7, Ac-DEVD-pNA absorbance 405 nm; D23A/D198A/D206A triple mutant, cannot self-cleave; scale: DMSO 0, 5 µM enzyme 100;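 active = percent activation above the screen-wide mean plus 3 SD, cut at about 25% in these data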
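signal = Epi-absorbance of released pNA at 405 nm, two timepoints | assay system = Uncleavable procaspase-7 mutant enzyme | reagent = Ac-DEVD-pNA substrate, 400 µM as added | times = 1 h enzyme–compound preincubation and 2 h substrate reaction, both 25 °C | benchmarks = low DMSO alone, high DMSO plus 5 µM PC-7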
The depositor's hits bear a star; nt = not tested or not shown.

SMILES | MEP2 TOR yeast | procasp3 activ | LAP4 TOR yeast | AHR act | ZTA DNA inh | EBNA-1 inh | RPL19A TOR yeast | proCasp7 act
Cc1ccc(NC(=O)Nc2ccccc2F)cc1S(=O)(=O)N1CCOCC1 | 106 | 2 | 112 | 6 | -9 | nt | 106 | -13
O=C(N/N=C/c1cccs1)c1n[nH]c2c1CCC2 | nt | -2 | nt | 35 | -4 | 4 | nt | 2
CCNc1nc(-c2cc3ccccc3o2)cs1 | 97 | -13 | 94 | 24 | -9 | -1 | 103 | -16
O=C(CSc1nnc(SCc2ccc(Cl)cc2)s1)N1CCN(C(=O)c2ccco2)CC1 | 105 | 2 | 106 | 0 | 6 | 2 | 97 | 18
COc1cc(C)c(Cl)cc1S(=O)(=O)NCc1ccccn1 | 94 | 1 | 95 | -2 | 4 | 2 | 97 | -9
O=C(Nc1ccc(-c2nnc3n2CCCCC3)cc1)c1ccco1 | 99 | -3 | 84 | -1 | 5 | 0 | 103 | -5
CC1CCCN(C(=O)CCNC(=O)Cn2cnc3ccccc3c2=O)C1 (stereo not given) | 102 | 4 | 104 | 1 | 15 | 14 | 98 | 0
Cc1ccc(OC(=O)c2cc(C)nn2C(C)(C)C)cc1 | 102 | 0 | 108 | -2 | 3 | 5 | 99 | 9
COc1cc(/C=C/C(=O)NCCc2ccc(S(N)(=O)=O)cc2)ccc1OCC#N | 99 | 4 | 108 | -1 | -15 | 1 | 100 | -4
CCOC(=O)C1CCCN(C(=O)c2cc(Cl)ccc2NC(=O)C2=C(C)OCCS2)C1 (stereo not given) | 100 | 2 | 101 | 1 | 0 | 1 | 100 | 0
Cc1sc2ncnc(SCc3ccc(C(=O)O)cc3)c2c1C | 108 | -5 | 111 | -1 | -3 | -12 | 110 | -4
CCOC(=O)C(C)N1C(=O)S/C(=C/c2cc(C)n(-c3ccccn3)c2C)C1=O (stereo not given) | 93 | -11 | 93 | 9 | -3 | -6 | 97 | -18
c1ccc(C[n+]2ccc3ccccc3c2)cc1 | 99 | -1 | 107 | -1 | 8 | 1 | 94 | -1
COC(=O)[C@@H]1C[C@H]2CC[C@H](O)C[C@H]2N1Cc1ccc(C(F)(F)F)cc1 | 106 | 5 | 95 | 4 | -9 | -5 | 99 | -7
Cc1ccc(S(=O)(=O)N(C)C)cc1NC(=O)COC(=O)Cc1ccsc1 | 89 | -1 | 95 | 4 | -8 | 8 | 76 | 5
O=C(O)C1Cc2ccccc2CN1C(=O)CCl (stereo not given) | 83 | 3 | 87 | 3 | -1 | 0 | 86 | 4
O/N=C1\CCCCc2ccccc21 | 97 | -9 | 80 | 0 | 2 | 2 | 98 | 2
COc1cc(/C=N/N=C2/NC(=O)C(c3ccccc3)S2)ccc1O (stereo not given) | 102 | -1 | 77 | 0 | 10 | -2 | 100 | -3
CC(=O)Nc1ccc(Sc2ncccc2C(=O)Nc2ccc(OC(F)(F)F)cc2)cn1 | 102 | 3 | 94 | 2 | 10 | -6 | 98 | -6
CCOC(=O)c1ccc(NC(=O)NS(=O)(=O)c2ccc(C)cc2)cc1 | 105 | -1 | 112 | 2 | 2 | 1 | 104 | 2
CC1CCCCN1C(=O)Cn1c(=O)oc2cc(S(=O)(=O)N3CCCCC3)ccc21 (stereo not given) | 89 | 1 | 84 | -1 | -2 | 8 | 96 | -4
Cc1c(C)n(Cc2ccccc2)c2ccc(C(=O)O)cc12 | 92 | -1 | 106 | -1 | 1 | 1 | 99 | 3
CC1CCCCC12NC(=O)N(CC(=O)OCc1cccc(F)c1)C2=O (stereo not given) | 102 | 8 | 102 | -1 | 3 | nt | 99 | 9
COc1ccc(C(=O)NNC(=O)Nc2ccc(Cl)cc2)cc1 | 99 | 4 | 103 | 6 | -9 | -2 | 99 | -7
CC1=C(C(=O)NC2CCCCC2C)C2(CCC(C)CC2)OC1=O (stereo not given) | 102 | 9 | 104 | -3 | 14 | 5 | 102 | 0

2 records drawn at random from those above:
SMILES | MEP2 TOR yeast | procasp3 activ | LAP4 TOR yeast | AHR act | ZTA DNA inh | EBNA-1 inh | RPL19A TOR yeast | proCasp7 act
CC1=C(C(=O)NC2CCCCC2C)C2(CCC(C)CC2)OC1=O (stereo not given) | 102 | 9 | 104 | -3 | 14 | 5 | 102 | 0
CC1CCCN(C(=O)CCNC(=O)Cn2cnc3ccccc3c2=O)C1 (stereo not given) | 102 | 4 | 104 | 1 | 15 | 14 | 98 | 0

The listing continues.
SMILES | MEP2 TOR yeast | procasp3 activ | LAP4 TOR yeast | AHR act | ZTA DNA inh | EBNA-1 inh | RPL19A TOR yeast | proCasp7 act
CN(Cc1nccn1C)C(=O)C1CCC(=O)N(Cc2cccc(C(F)(F)F)c2)C1 (stereo not given) | 95 | 3 | 92 | -1 | 11 | 2 | 99 | 13
C/C(=C\C1CCCCC1)C(NC(=O)c1ccc(C(F)(F)F)cc1)c1ccc(-c2ccccc2)cc1 (stereo not given) | 89 | -6 | 121 | -1 | -4 | 12 | 94 | -9
O=C(CN1CCN(c2ccc(F)cc2)CC1)Nc1cc(C(F)(F)F)ccc1Cl | 100 | 7 | 95 | 5 | -11 | -1 | 98 | 4
Cn1c(SCC(=O)c2ccc3c(c2)OCCO3)nnc1C1CC1 | 108 | 0 | 94 | 13 | -1 | -8 | 102 | -3
COc1ccc(C(=O)Nc2nc(CC(=O)NCCc3ccccc3OC)cs2)cc1 | 103 | -15 | 101 | 23 | 0 | 4 | 98 | -4
CC(C)(C)OC(=O)NC(Cc1ccccc1)C(=O)NC(CSC1CCCCO1)C(=O)NN (stereo not given) | 105 | 6 | 91 | 1 | -22 | -10 | 106 | 7
CCCOc1ccc(C(=O)NCC(c2cccs2)N(C)C)cc1OC (stereo not given) | 98 | 1 | 91 | 32 | -3 | -9 | 100 | 7
O=C(Cn1cc([N+](=O)[O-])cn1)NCc1ccc(-n2cccn2)cc1 | 101 | -5 | 99 | 0 | 8 | -9 | 96 | 6
Cc1nc(N2CCCCC2)sc1C(=O)c1cccc([N+](=O)[O-])c1 | 108 | -9 | 105 | -12 | -15 | -13 | 104 | 8
Cc1ccc(C(C)C)c(OCC(=O)N/N=C/C2CCCCC2)c1 | 102 | 6 | 110 | 14 | -1 | 12 | 99 | 12
Cc1ccc(Cl)cc1N1CCN(S(=O)(=O)c2c(C)[nH]c(=O)[nH]c2=O)CC1 | 103 | 8 | 92 | 0 | -10 | 13 | 113 | -5
COc1ccc(OCCCCn2c(CO)nc3ccccc32)cc1 | 70 | -6 | 73 | 0 | 9 | 2 | 80 | 11
CC(C)OC(=O)C1=C(N)N2C(=O)CSC2=C(C(=O)OC(C)C)C1 | 106 | 1 | 102 | 4 | -9 | 2 | 103 | -4
O=C(Nc1cccc(NC(=O)c2ccco2)c1)c1ccc([N+](=O)[O-])cc1 | 122 | 3 | 117 | 3 | 0 | 6 | 94 | 12
O=C(NC(=S)Nc1ccc(CN2CCOCC2)cc1)c1ccco1 | 93 | 6 | 101 | 5 | 5 | -5 | 91 | -7
Cc1ccc(-c2ccc(S(=O)(=O)NCc3ccco3)cc2)cc1 | 88 | 1 | 87 | 4 | -4 | 5 | 91 | 0
COC(=O)CSc1nnc(CNC(=O)c2ccco2)n1-c1ccc(F)cc1 | 98 | 5 | 96 | 2 | 7 | 8 | 99 | 3
COc1ccc(CN(CCC(c2ccco2)C(C)C)C(C)=O)cc1OC (stereo not given) | 100 | 5 | 102 | 1 | -16 | -10 | 96 | -5
O=S(=O)(Cc1cc(NCc2ccccc2)nc(-c2ccncc2)n1)c1ccccc1 | 103 | -3 | 111 | 3 | -9 | 10 | 108 | 9
CN(Cc1nc2ccccc2n1C)S(=O)(=O)c1ccc(Cl)cc1 | 100 | 3 | 103 | 6 | 8 | 2 | 98 | 1
Cc1cc(C)n2cc(CSc3nc4ccccc4[nH]3)nc2n1 | 103 | -1 | 94 | 14 | -12 | -10 | 96 | -7
CCOC(=O)N1CCN(C2OC(=O)c3ccccc32)CC1 (stereo not given) | 99 | 0 | 91 | 1 | 1 | -1 | 99 | 4
Cc1ccc(S(=O)(=O)Nc2cccc(C(=O)NCCN3CCOCC3)c2)cc1F | 94 | 2 | 103 | 1 | -5 | nt | 99 | 9
COc1ccc(Nc2nc(C)cc(C)n2)cc1Cl | 104 | 0 | 99 | 2 | -1 | -13 | 103 | -4
CCOCCn1[nH]c2ccccc2c1=O | 95 | 1 | 133 | -3 | 11 | 2 | 100 | 1

The results go on.
SMILES | MEP2 TOR yeast | procasp3 activ | LAP4 TOR yeast | AHR act | ZTA DNA inh | EBNA-1 inh | RPL19A TOR yeast | proCasp7 act
CC(=O)c1ccccc1NC(=O)COC(=O)c1cc[n+]([O-])cc1 | 100 | -1 | 102 | 20 | nt | nt | 97 | 4
CCOc1ccccc1-n1c(SCC(=O)NC2CCCC2)nnc1-c1ccoc1C | 111 | -3 | 105 | 1 | -3 | 1 | 101 | 6
CCC[n+]1c(C)sc2c3c(ccc21)CCCC3 | 102 | -8 | 106 | 6 | 8 | -2 | 97 | -6
O=C(CSc1nc(Cc2ccccc2)nc2ccccc12)Nc1ccc2c(c1)OCCO2 | 107 | -5 | 108 | 1 | 2 | 13 | 102 | -7
COc1cccc(NC(=O)CSc2nc3c([nH]c4ccccc43)c(=O)n2C)c1 | 101 | -4 | 101 | 17 | 7 | -8 | 103 | 3
c1cc(C(c2nnnn2C2CCCC2)N2CCOCC2)ccn1 (stereo not given) | 110 | -8 | 99 | -1 | 0 | 6 | 105 | 9
COc1ccccc1NC(=O)COc1ccc(C(=O)NC2CCCc3ccccc32)cc1OC (stereo not given) | 98 | -5 | 95 | 0 | -3 | 7 | 95 | 3
Cc1ccc(S(=O)(=O)N(C)CC(O)Cn2c3ccccc3c3ccccc32)cc1 (stereo not given) | 94 | -10 | 87 | 19 | -1 | -15 | 93 | 5
COc1cccc(/C(O)=C2/C(=O)C(=O)N(c3ccccn3)C2c2ccc(OC)c(OC)c2)c1 (stereo not given) | 106 | -13 | 111 | 2 | 12 | 13 | 111 | -12
c1csc(Cn2nnnc2CN2CCN(c3nc4ccccc4s3)CC2)c1 | 99 | 1 | 100 | 5 | 16 | 5 | 104 | 9
NC(=O)C1CCN(CC(=O)Nc2nccs2)CC1 | 101 | -1 | 84 | 0 | -14 | 2 | 103 | -1
COc1ccc(CCC2(C)NC(=O)N(C(C)C(=O)Nc3ccccc3F)C2=O)cc1 (stereo not given) | 96 | -2 | 105 | 1 | -1 | nt | 95 | 2
NC(=O)c1ccccc1NC(=O)CN1CCN(Cc2ccc(Cl)cc2Cl)CC1 | 98 | 4 | 71 | -1 | 3 | -2 | 106 | 16
NC(=O)C1(N2CCCCC2)CCN(Cc2ccc(F)cc2)CC1 | 104 | 3 | 103 | 2 | 2 | -5 | 102 | 3
CC(=O)N(Cc1ccccc1)c1c(N)nc(N)[nH]c1=O | 101 | 2 | 102 | -1 | 14 | 5 | 103 | -7
CN(C(=O)COC(=O)/C=C/c1ccc(Cl)c(Cl)c1)c1c(N)n(Cc2ccccc2)c(=O)[nH]c1=O | 114 | 9 | 108 | -3 | -9 | 10 | 97 | 4

Profiles as entered above.
CN(Cc1nc2ccccc2n1C)S(=O)(=O)c1ccc(Cl)cc1 is listed as MEP2 TOR yeast = 100; procasp3 activ = 3; LAP4 TOR yeast = 103; AHR act = 6; ZTA DNA inh = 8; EBNA-1 inh = 2; RPL19A TOR yeast = 98; proCasp7 act = 1
CN(Cc1nccn1C)C(=O)C1CCC(=O)N(Cc2cccc(C(F)(F)F)c2)C1 (stereo not given) is listed as MEP2 TOR yeast = 95; procasp3 activ = 3; LAP4 TOR yeast = 92; AHR act = -1; ZTA DNA inh = 11; EBNA-1 inh = 2; RPL19A TOR yeast = 99; proCasp7 act = 13
